Screening data deposited in PubChem BioAssay by Sanford-Burnham Center for Chemical Genomics.
MT1-MMP act inh – blockers of MT1-MMP proenzyme processing, primary screen, HT1080 RFP-PRO-GFP cells, GFP/RFP fluorescence. Matrix metalloproteinase-14 (Homo sapiens), P50281. GFP/RFP ratio fluorescence, overnight; percent of plate control window, DMSO zero. actives 0.061% (n = 360,000). GFP/RFP ratio change, % at 20 µM. AID 651647, 2012;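 active = GFP/RFP ratio change of at least 30% with cell ATP level not reduced by more than half and red fluorescence within 50% of control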; note: strong numbers were not always called active
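Test system: HT1080 RFP-PRO-GFP cells; Benchmarks: DMSO and RFP-L50D-GFP cell wells; Timing: cells overnight before dosing, compound overnight, 37 °C, 5% CO2; Compound: one 20 µM compound dose with 1% DMSO; Read-out: GFP/RFP fluorescence ratio.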
Rpn11 block – Rpn11 (PSMD14) deubiquitinase inhibitors, primary screen, biochemical, fluorescence polarization, uHTS. human 26S proteasome, Ub4-pepOG fluorescence polarization; 20S core pre-blocked with epoxomicin. 26S proteasome non-ATPase regulatory subunit 14 (Homo sapiens), O00487. calls only at 20 µM. actives 0.59% (n = 360,000);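 active = inhibition at 20 µM, scaled to each plate's controls, above about 33%, limit read from the data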
Target sequence (O00487 whole entry, looked up): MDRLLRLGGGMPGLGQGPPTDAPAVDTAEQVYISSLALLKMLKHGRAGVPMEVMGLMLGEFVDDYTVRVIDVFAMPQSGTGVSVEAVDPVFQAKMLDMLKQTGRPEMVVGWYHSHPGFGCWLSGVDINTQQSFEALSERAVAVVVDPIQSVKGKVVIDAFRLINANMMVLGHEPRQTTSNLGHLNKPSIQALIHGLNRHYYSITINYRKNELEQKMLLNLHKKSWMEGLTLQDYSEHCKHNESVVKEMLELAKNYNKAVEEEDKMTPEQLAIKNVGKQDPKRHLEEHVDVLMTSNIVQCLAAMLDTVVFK
NadD inh – inhibitors of S. aureus NadD, primary screen, biochemical, colorimetric, uHTS | AID 602399, 2012 | inhibition, % at 20 µM | actives 0.78% (n = 360,000) | purified NadD enzyme, colorimetric absorbance read-out | Nicotinate-nucleotide adenylyltransferase NadD (Staphylococcus aureus N315); in the data active = inhibition above about 26%; note: some compounds past the cut are filed as inactive
SUMO1-SIM PPI – modulators of SUMO1 protein-protein interactions, primary screen, biochemical, uHTS; AID 602429, 2012; Small ubiquitin-related modifier 1 (Homo sapiens), P63165; inhibition, % at 20 µM; SUMO1 binding to a labelled peptide, TR-FRET, 1 h; actives 0.33% (n = 360,000); in the data active = inhibition above about 37%
DNMT1 block – human DNMT1 methyltransferase inhibitors, primary screen, biochemical, molecular beacon, fluorescence, HinP1I cleavage, uHTS | DNA (cytosine-5)-methyltransferase 1 (Homo sapiens), P26358 | inhibition (reported as % activation of signal), % at 10 µM | actives 0.83% (n = 360,000); in the data active = inhibition above about 50%
SKN-1 inh – suppressors of acrylamide-induced Pgst-4::GFP reporter in worms, primary screen, SKN-1 inhibitor project, whole organism, uHTS, GFP/RFP fluorescence ratio, strain VP596. C. elegans VP596 Pgst-4::GFP/RFP ratio, 24 h. inhibition, % at 21.8 µM. actives 0.49% (n = 360,000);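 active = interference check ratio from 0.5 to 1.5 plus GFP to RFP signal ratio inhibition reaching or exceeding a fixed threshold, cut at about 30% in these data, passing the limit was not always enough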; note: some compounds called inactive have numbers as strong as hits
Scp1 inh – Scp-1 phosphatase inhibitors, primary screen, biochemical, colorimetric, uHTS; Carboxy-terminal domain RNA polymerase II polypeptide A small phosphatase 1 (Homo …; Recombinant Scp1, phosphopeptide, malachite green phosphate absorbance; inhibition, % at 20 µM; actives 0.88% (n = 340,000); AID 493091, 2011;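 active = inhibition above about 50% at 20 µM, limit read from the data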;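 note: plate controls were DMSO wells with enzyme for no effect and wells lacking enzyme for full effect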
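Times: enzyme reaction 45 min at room temperature, colour 5 min, stabilisation 30 min. Material: SCP-1 catalytic fragment, aa 76-261. Medium: Acidic Tris acetate buffer with magnesium and detergent. Signal: colorimetric free-phosphate detection, absorbance 630 nm. Read-out basis: % inhibition of SCP-1 phosphate liberation. Reagent: Phosphorylated 17-residue peptide substrate.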
LMPTP inh – LMPTP phosphatase inhibitors, primary screen, biochemical, fluorescence intensity, uHTS; recombinant LMPTP-A, OMFP fluorogenic substrate; inhibition, % at 20 µM; actives 0.22% (n = 360,000); AID 651560, 2012;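 active = compounds that cut the enzyme signal by at least half of the control window in the single-dose screen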;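 note: plate controls were DMSO wells with enzyme plus substrate for no effect and substrate without enzyme for full effect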
Target sequence (P24666 whole entry, looked up): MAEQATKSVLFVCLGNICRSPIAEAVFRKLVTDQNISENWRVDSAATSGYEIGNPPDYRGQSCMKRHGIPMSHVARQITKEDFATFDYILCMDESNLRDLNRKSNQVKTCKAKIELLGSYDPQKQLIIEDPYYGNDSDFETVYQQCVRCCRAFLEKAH
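Test system: LMPTP-A, protein tyrosine phosphatase of low molecular weight; Input: 0.625 nM enzyme; Incubation: 50 min dark incubation at room temperature; Signal: endpoint fluorescence intensity from OMFP dephosphorylation; Read-out basis: % inhibition versus control wells.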
NRP1-CendR mod – modulators of CendR peptide binding to NRP-1, primary screen, biochemical, fluorescence polarization, uHTS; actives 0.85% (n = 360,000); inhibition, % at 25 µM; FAM-RPARPAR peptide binding to NRP-1; AID 602438, 2012;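 active = inhibition or corrected inhibition above about 18%, plus a signal ratio from 0.5 to 1.5, limit read from the data, passing the limit was not always enough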; note: strong numbers were not always called active
STEP inh – STEP phosphatase inhibitors, primary screen, biochemical, fluorescence intensity, uHTS | recombinant STEP, OMFP fluorogenic substrate | AID 588621, 2011 | actives 0.25% (n = 360,000) | inhibition, % at 20 µM;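 active = inhibition at 20 µM, scaled per plate between control wells, above about 37%, limit read from the data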;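 note: 0% = DMSO with enzyme and substrate and 100% = substrate only without enzyme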
Target sequence (P54829 whole entry, looked up): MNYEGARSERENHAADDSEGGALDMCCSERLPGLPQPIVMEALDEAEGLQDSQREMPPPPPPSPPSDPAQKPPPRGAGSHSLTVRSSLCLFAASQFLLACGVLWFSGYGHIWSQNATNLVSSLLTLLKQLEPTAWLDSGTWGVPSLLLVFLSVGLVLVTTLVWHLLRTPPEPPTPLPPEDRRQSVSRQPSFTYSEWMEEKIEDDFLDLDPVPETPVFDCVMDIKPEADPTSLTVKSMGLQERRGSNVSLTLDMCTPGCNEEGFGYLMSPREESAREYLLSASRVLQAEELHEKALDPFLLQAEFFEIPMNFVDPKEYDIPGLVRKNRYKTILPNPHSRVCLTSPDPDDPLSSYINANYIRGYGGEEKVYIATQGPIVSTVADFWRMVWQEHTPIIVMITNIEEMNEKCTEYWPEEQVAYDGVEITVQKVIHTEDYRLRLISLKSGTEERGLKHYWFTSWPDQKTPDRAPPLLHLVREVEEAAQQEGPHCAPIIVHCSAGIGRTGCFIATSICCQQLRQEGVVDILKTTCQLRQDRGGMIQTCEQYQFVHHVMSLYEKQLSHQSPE
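System: STEP phosphatase, cell-free reaction; Buffer or medium: Bis-Tris pH 6.0 buffer with DTT, detergent; Incubation: 20 min at room temperature, dark; Measured by: fluorescence, 480/540 nm.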
Active calls of the source: *; i = inactive; · = no result given.

item	Rpn11 block	NadD inh	DNMT1 block	Scp1 inh	SUMO1-SIM PPI	MT1-MMP act inh	NRP1-CendR mod	SKN-1 inh	LMPTP inh	SMILES	STEP inh
1	i	-4.8	6.6	1.5	0.5	-0.2	-5.5	11.1	1.0	O=C(COc1ccccc1Br)c1ccc(O)cc1O	-1.3
2	i	2.1	-4.2	-5.2	-30.5	-5.6	9.5	-3.8	0.9	CC(C)CCSc1cc(NCCO)c([N+](=O)[O-])c2nonc12	5.8
3	i	-8.8	-4.9	-13.6	3.3	0.2	-2.6	23.1	2.5	CCOC(=O)c1ccc(CNC(=O)c2cc(COc3ccccc3SC)on2)o1	1.6
4	i	7.6	3.1	3.2	-2.0	-2.6	12.6	19.1	0.5	CCCNc1ncccc1C(N)=O	3.8
5	i	-4.2	1.1	-6.5	-0.5	1.4	3.3	10.0	0.4	O=C(O)c1ccccc1C(=O)NCc1ccc(F)cc1	-2.0
6	i	-4.3	3.0	-4.6	-1.1	-6.3	7.9	-4.7	0.2	CC12CCC(C(=O)N(Cc3ccccc3)Cc3ccccc3)(OC1=O)C2(C)C (stereo not given)	-0.5
7	i	-0.8	1.0	-5.3	-1.4	1.3	-12.4	-0.7	-0.5	C=C1CC2C=C(NC(C)=O)CC(C1)C2 (stereo not given)	-0.5
8	i	0.8	-7.9	·	-3.9	-4.0	-8.1	11.1	-1.2	Cc1cccnc1NS(=O)(=O)c1ccccc1	-3.5
9	i	9.5	-5.1	-17.5	-6.4	-4.9	-5.7	14.7	6.5	CCN(CC)C(=O)CSc1nc2c(sc(=S)n2-c2ccccc2)c(=O)n1-c1ccc(OC)cc1OC	10.1
10	i	6.3	7.1	-5.3	6.4	2.3	-10.3	4.8	-0.9	COc1cc(NC(=O)CSc2nc3ccccc3cc2C)c(C(=O)O)cc1OC	4.6
11	i	-2.3	0.2	-13.8	0.1	0.1	-3.7	9.6	-0.3	CCOc1ccccc1NC(=O)C1CCN(C(=O)Cc2ccccc2)CC1	-1.0
12	i	7.8	0.8	-3.8	0.2	-0.6	4.6	4.5	1.5	CCOC(=O)NC(=O)c1cn(Nc2ccccc2)c(=O)[nH]c1=O	2.3
13	i	2.3	1.0	-10.8	6.7	0.5	-8.4	0.5	-0.5	CC1CC(O)C(C)CN1 (stereo not given)	1.0
14	i	-4.6	0.2	-9.0	-19.0	-2.1	-1.4	-10.8	1.8	C=CCc1cccc2cc(C(=O)NC3CCCC3)c(=O)oc12	-1.2
15	i	-1.0	-3.7	·	4.3	-4.5	-6.0	17.1	-0.3	Cc1ccc([C@H]2C[C@@H](n3cc(C4CC4)nn3)[C@H](O)CN2CC2CCCCC2)cc1	1.3
16	i	-5.1	-1.1	-0.8	-34.9	2.2	6.0	1.0	0.0	O=C(CSc1ncn[nH]1)Nc1nc(-c2cccc([N+](=O)[O-])c2)cs1	2.5
17	i	-3.3	-0.8	0.4	-1.0	-2.8	-1.8	-11.9	-0.6	COc1ccccc1C(=O)NC(C)C(c1cccs1)N1CCOCC1 (stereo not given)	1.7
18	i	-2.2	-0.6	-4.9	2.1	0.7	3.3	-7.2	-0.1	COCc1cc(C)nc(SCC(=O)NCc2ccco2)c1C#N	0.0
19	i	18.0	-12.4	-16.1	2.3	-2.3	-18.5	-13.3	3.8	O=C(Cn1c(=O)n(CCc2c[nH]c3ccccc23)c(=O)c2cccnc21)Nc1ccccc1F	2.2
20	i	0.4	-0.5	-17.3	-5.5	0.5	2.7	6.0	-0.2	C=CCN1CC(C(=O)N2CCC(Cc3ccc(Cl)cc3)(C(=O)OCC)CC2)CC1=O (stereo not given)	1.2

Given in transposed form: entries from further up.
#9 CCN(CC)C(=O)CSc1nc2c(sc(=S)n2-c2ccccc2)c(=O)n1-c1ccc(OC)cc1OC
#14 C=CCc1cccc2cc(C(=O)NC3CCCC3)c(=O)oc12

screen / no.,9,14
Rpn11 block,i,i
NadD inh,9.5,-4.6
DNMT1 block,-5.1,0.2
Scp1 inh,-17.5,-9.0
SUMO1-SIM PPI,-6.4,-19.0
MT1-MMP act inh,-4.9,-2.1
NRP1-CendR mod,-5.7,-1.4
SKN-1 inh,14.7,-10.8
LMPTP inh,6.5,1.8
STEP inh,10.1,-1.2

(next part)
item	Rpn11 block	NadD inh	DNMT1 block	Scp1 inh	SUMO1-SIM PPI	MT1-MMP act inh	NRP1-CendR mod	SKN-1 inh	LMPTP inh	SMILES	STEP inh
21	i	-5.7	-3.2	-0.4	2.3	-32.8	3.2	3.6	2.2	O=C(Nc1ccccc1)Nc1cc(Cl)cc(Cl)c1	-1.1
22	i	-5.9	0.5	-11.1	-1.2	3.3	-6.2	-5.0	-2.1	Cc1nnc(SCc2ccccc2)n(N)c1=O	-2.8
23	i	-1.7	1.7	-15.0	1.4	0.3	31.0*	4.2	-3.2	NC(=O)CC(NC(=O)OCc1ccccc1)C(=O)O (stereo not given)	-4.6
24	i	-9.6	0.6	-13.0	-2.7	3.3	8.5	-13.1	-0.1	O=C(OCC#CCSc1nc2ccccc2o1)c1ccco1	-1.9
25	i	9.4	-3.2	-7.6	-1.6	-0.1	8.8	8.1	-0.7	N#CC1(NC(=O)CSc2nncn2-c2ccccc2F)CCCC1	-0.9
26	i	4.8	-10.9	-3.7	-6.0	-4.4	-5.8	7.9	0.5	Cn1c(=O)c2c(nc(N/N=C3\CCCc4ccccc43)n2Cc2ccc(F)cc2)n(C)c1=O	0.2
27	i	5.0	-6.4	0.0	0.3	-4.2	1.2	17.3	1.4	O=S(=O)(c1ccc2[nH]c3c(c2c1)CCCC3)N1CCCCC1	2.6
28	i	-4.1	1.9	-5.9	4.2	-1.5	12.9	9.8	-2.1	CCn1c(COc2cccc(OC)c2)nnc1SCC(=O)NCC1CCCO1 (stereo not given)	-3.4
29	i	1.6	-10.5	-9.2	-2.6	3.4	0.0	-7.9	3.3	Cc1cc(C)cc(-n2nnnc2SCC(=O)Nc2cccc(NC(=O)c3ccco3)c2)c1	-1.7
30	i	1.8	0.2	-1.2	14.1	0.3	-11.1	10.1	-1.3	COc1cc(/C=N/NC(=S)Nc2cccc(C(=O)O)c2)ccc1O	-4.9
31	i	-4.7	1.6	·	4.8	-0.9	12.4	10.7	-1.4	CCCCNC(=O)c1nc(C2CCN(S(=O)(=O)c3csc(C(=O)O)c3)CC2)oc1-c1ccccc1	-1.4
32	i	-2.3	3.1	-14.0	7.4	5.0	2.1	-3.1	-1.6	COc1ccccc1CCc1nnc(CCC(=O)NC(C)Cc2cccc(C)n2)o1 (stereo not given)	0.6
33	i	-4.8	1.6	-4.7	1.7	-0.7	16.0	8.4	-1.4	Cc1cccc(C)c1NC(=O)CS(=O)CC(=O)N1CCN(c2ccccc2)CC1 (stereo not given)	-1.9
34	i	-6.6	2.6	-8.7	3.2	-6.0	5.9	13.6	2.0	CC1(c2ccc(NC(=O)c3ccccc3F)cc2)CC1(Cl)Cl (stereo not given)	1.3
35	i	-2.0	6.8	-7.0	-28.7	-2.1	-8.2	5.4	0.9	N#Cc1c(-c2cccs2)cc(-c2cccnc2)nc1N	1.4
36	i	-0.7	-0.4	-11.0	-4.0	-2.8	8.1	3.8	-0.7	CCNC(=S)N1CCN=C1Nc1nc(C)cc(C)n1	-3.3
37	i	-3.5	-3.3	-5.7	-3.1	3.6	0.9	9.4	-0.1	CN(C(=S)Nc1ccccc1)c1ccccc1	3.2
38	i	-4.3	-4.8	-15.2	-4.8	2.7	-3.7	5.1	-1.1	CC(C)[C@@H](C(=O)OCC(=O)c1ccc2c(c1)NC(=O)CO2)N1C(=O)c2ccccc2C1=O	1.0
39	i	-1.3	2.4	-5.5	2.1	-118.8	-10.7	7.4	0.6	CCC1C=C(c2ccccc2)C=CN=C1N(CC)CC (stereo not given)	-4.8
40	i	1.6	3.3	-17.1	-1.0	1.2	6.5	12.0	-1.8	Cc1cc(C)c(S(C)(=O)=O)c(Oc2ccccc2C)n1	-1.9

Entries of single compounds as entered above. Screens in order: Rpn11 block, NadD inh, DNMT1 block, Scp1 inh, SUMO1-SIM PPI, MT1-MMP act inh, NRP1-CendR mod, SKN-1 inh, LMPTP inh, STEP inh
COc1ccccc1CCc1nnc(CCC(=O)NC(C)Cc2cccc(C)n2)o1 (stereo not given) across the screens: i, -2.3, 3.1, -14.0, 7.4, 5.0, 2.1, -3.1, -1.6, 0.6
Cc1cccc(C)c1NC(=O)CS(=O)CC(=O)N1CCN(c2ccccc2)CC1 (stereo not given) across the screens: i, -4.8, 1.6, -4.7, 1.7, -0.7, 16.0, 8.4, -1.4, -1.9

(listing goes on)
item	Rpn11 block	NadD inh	DNMT1 block	Scp1 inh	SUMO1-SIM PPI	MT1-MMP act inh	NRP1-CendR mod	SKN-1 inh	LMPTP inh	SMILES	STEP inh
41	i	-4.4	-0.7	-8.3	4.9	4.4	-1.8	1.8	0.0	CCNC(=S)N1CCN(S(=O)(=O)c2ccc(C)c(C)c2)CC1	-1.4
42	i	-3.8	-0.9	-1.8	31.7	0.1	-11.0	10.4	2.1	O=c1c2cc(Br)ccc2nc(-c2ccccc2)n1O	1.0
43	i	6.1	-3.7	5.8	-3.6	0.2	-12.4	-20.1	-0.1	COc1cc(C)c(NC(=O)C2CCN(S(=O)(=O)c3cccs3)CC2)cc1OC	-1.9
44	i	-4.8	-8.3	-6.7	-6.2	-1.9	4.5	-1.4	-1.6	COc1cccc(C(=O)OCC(=O)N2CCc3ccccc3C2)c1	-2.3
